# mHTT-CaM PPI inh: mHTT-calmodulin interaction abrogation; P42858; AlphaScreen His-mHTT/GST-CaM binding, luminescence; inhibition, % at 15 µM; 190,000 tested, 3.6% active;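 also: 0% = both proteins with DMSO and 100% = one protein alone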
# Pf apPOL block: Pf-apPOL DNA polymerase inhibition | Recombinant Pf-apPOL, molecular beacon fluorescence, 1.5 h | inhibition, % at 10 µM | 210,000 tested, 0.25% active
# The depositor's hits bear a star; . = no result given; & = joins results of further samples. Rule as the data show it: active = inhibition above about 50%; inactive = the rest. This is a subset; rates above refer to the full screens.
SMILES,mHTT-CaM PPI inh,Pf apPOL block
CCSc1ccccc1C(=O)N1CC(c2nc(-c3cccs3)no2)C1,-4,-12
CCNc1cc(N2CCC(CCC(=O)NCCc3ccccn3)CC2)ncn1,-4,-7
CCN1CCc2[nH]c3ccc(NC(=O)C(C)(C)C)cc3c2C1,-6,1
O=C(NCc1ccco1)C1CN(C(=O)c2ccncc2)CC12CCCCC2 (centres undefined),1,1
COc1ccc(O)c(C=NCCN=Cc2cc(OC)ccc2O)c1,31,-8
COc1ccc(CNC(=O)CN2CCN(C(=O)Nc3ccccc3)CC2=O)cc1,-6,-1
NS(=O)(=O)c1ccc(Nc2nc3nc[nH]c3c(=O)[nH]2)cc1,2,-2
CCc1ccccc1NS(=O)(=O)c1cc(Cl)ccc1OC,-8,-7
Brc1cccc(OCCOCCN2CCOCC2)c1,-1,-21
Cc1cccc(-n2c(CN3CCN(C(=O)Nc4ccccc4C)CC3)nc3cccnc32)c1,13,-1
CC(=O)c1ccc(NC(=O)/C(=C\c2ccc3c(c2)OCO3)NC(=O)c2ccccc2Cl)cc1,16,9
CC(C)(C)C(=O)N1CCc2nc[nH]c2C1,13,-3
COc1ccc(CCN=C(N)C(C#N)=Cc2[nH]c3ccccc3c2O)cc1OC,22,0
CC1(C(=O)O)NC(c2cc(Br)ccc2O)C2C(=O)N(c3ccccc3)C(=O)C21 (centres undefined),4,-2
CC(C)CCC(C(=O)O)C(C)CC(=O)Nc1ccn(-c2ccccc2)n1 (centres undefined),1,4
COc1ccc(Nc2ncc3c(n2)CCN(Cc2ccc(N(C)C)cc2)C3)c(OC)c1,36,-7
O=C(c1cc(F)ccc1Cl)N1CCC2(CC1)NC(=O)N(Cc1ccccc1)C2=O,17,-2
Cc1ccccc1C(=O)N1CCCCC1c1nc(-c2ccncc2)no1 (centres undefined),7,0
Cc1ccnc(N2CCC(C(=O)NCCCN3CCC(N4CCCCC4)CC3)CC2)n1,2,2
Cc1ccccc1-c1c(C)oc2c(C)c(O)ccc2c1=O,-8,-3
CC(=O)N1CC[C@@H]2CC(=O)CC[C@@H]21,-10,-10
O=C(CN1C(=O)CN(c2ccccc2)C1=O)Nc1cccc(C(F)(F)F)c1,-8,-8
Cc1ccccc1CNC(=O)C1CCN(C(=O)c2cc3ccsc3[nH]2)CC1,4,-4
CC1CCc2onc(C(=O)N(CCC#N)c3ccccc3)c2C1 (centres undefined),-2,-1
COc1cccc(C(=O)Nc2c3c(nn2-c2ccc([N+](=O)[O-])cc2)CSC3)c1OC,20,-3
# (more compounds)
SMILES,mHTT-CaM PPI inh,Pf apPOL block
COc1cc(CNC(=O)c2ccc(C(=O)c3ccccc3)cc2)cc(OC)c1OC,28,0
COc1ccc(C(=O)Nc2ccc(C)c(C)c2)cc1OC,16,-1
C[C@@H](CO)N(Cc1cn(Cc2ccccc2)nn1)S(=O)(=O)c1ccccc1Br,0,-4
O=C(Cn1nc2c(cc1=O)CCCC2)Nc1ccc(Br)cc1,-2&2,1&-3
Clc1ccc(-c2nnn(CN3CCCCC3)n2)cc1,-7,0
CN(C)CC1COCCN1C(=O)C1CCCCC1 (centres undefined),-7,2
COCCNS(=O)(=O)C1CON(C)C1c1ccc(Cl)cc1 (centres undefined),-4,-3
Cc1cccc(C(=O)N2CCCC(C(=O)Nc3cccc(Cl)c3)C2)c1 (centres undefined),36,-9
O=[N+]([O-])c1ccc2[nH]c3c(c2c1)CCCC3=NCc1ccccc1,6,24
COc1cc(S(=O)(=O)Nc2ccc(C)cc2)ccc1NC(=O)c1ccncc1,14,4
COc1cc2c(cc1OC)CN(Cc1ccc(SC)cc1)CC2,6,28
CC(=O)c1cccc(NC(=O)c2sc3nc(-c4ccccc4)cn3c2C)c1,3,1
O=C(NCc1ccccc1)c1ccc2snnc2c1,-1,0&-7&-3
O=C(c1ccc(-c2cncnc2)nc1)N1CCC(N2CCCCC2)CC1,-8,3
C[C@](Cc1ccc(O)c(O)c1)(NN)C(=O)O,.,5
O=C(CN1CCCCC1)NC12CC3CC(CC(C3)C1)C2,-6,1
CCOC(=O)c1cc(C)nn1C1CCN(C(=O)c2ccc(F)cc2F)CC1,-4,-3
Brc1ccc(N=C/C=C/C=C/Nc2ccc(Br)cc2)cc1,45,-4
COc1cc(/C=C2\Cc3ccccc3C2=O)ccc1OCC(C)C,-7,-1
Cc1cccc(C(=O)Nc2cnc(-c3ccccc3)nc2)c1,-4,-4
CCOc1ccc(/C=C2\N=C(c3ccc(Br)cc3)OC2=O)cc1,4,-2
N#CC(=C1SCCCS1)S(=O)(=O)c1cccs1,.,-1
COc1ccc(C2C(C(=O)NC3CCCCCC3)c3cc(OC)c(OC)cc3C(=O)N2C)cc1 (centres undefined),33,-11
Cc1ccc(NC(=O)CN2CCC(C(=O)Nc3ccc(OC(F)(F)F)cc3)CC2)c(C)c1,-6,-10
O=C(c1ccc(Cl)s1)N1CCc2c(nc(-c3ccc(F)cc3)[nH]c2=O)C1,-6,6
# Further entries follow.
SMILES,mHTT-CaM PPI inh,Pf apPOL block
OCCNc1nc(Cl)nc(Nc2ccc(I)cc2)n1,10,-4
COc1ccc(-c2c(C)oc3cc(OC(=O)c4cccs4)ccc3c2=O)cc1OC,0,-2
C#CCNC(=O)C1CC(=O)N(Cc2ccccc2OC)C1 (centres undefined),-7,-5
CNC(=O)c1ccc(NC(=O)Nc2ccccc2)cc1,-5,4
CN(Cc1ccccc1)C(=O)C1CC(c2ccccc2)CN(C(=O)C2CCCC2)C1 (centres undefined),2,-3
COc1cc([N+](=O)[O-])ccc1NC(=O)CSc1ccc(Cl)cc1,3,-5
COc1ccc(C(=O)ON=C2c3ccccc3-c3ccccc32)cc1,-11,3
COc1ccccc1NC(=O)c1csc2c1CCCC2,-39,-6
COc1ccc(-c2cn[nH]c2-c2ccc(OCCN3CCOCC3)cc2O)cc1OC,18,-4
O=C(Cn1nc2c(cc1=O)CCCC2)Nc1ccc(F)cc1F,-1,-4
c1ccc(CSc2nc3ccccc3s2)nc1,-11&-14,-5
C=CCN1[C@H](C)[C@@H](c2ccccc2)Oc2c(Cl)cccc2S1(=O)=O,-5,-5
COc1ccc(C(CC(=O)c2ccc(Br)cc2)S(=O)(=O)c2ccccc2)cc1 (centres undefined),2,17
CC(=O)N(c1ccc(NS(=O)(=O)c2c(C)noc2C)cn1)S(=O)(=O)c1c(C)noc1C,.,4
Cc1cc(C)n(CCc2nc3c4ccccc4nc(SCC(=O)NCC4CCCO4)n3n2)n1 (centres undefined),-4,-6
COc1ccc(C)cc1NC(=O)C1CCCN(c2cnn(C)c(=O)c2)C1 (centres undefined),53*,-8
Cc1cc(Nc2ccccc2)n(C(=O)c2ccccc2)n1,-9,-6
CC1(C)CC(=O)C2=C(C1)N=C1c3ccccc3C(=O)C1C2c1cc(Br)ccc1O (centres undefined),59*,-5

# Exported with two lines to a compound: 26 of the compounds above
# Value order: mHTT-CaM PPI inh	Pf apPOL block
> C[C@](Cc1ccc(O)c(O)c1)(NN)C(=O)O
 : .	5
> O=C(CN1CCCCC1)NC12CC3CC(CC(C3)C1)C2
 : -6	1
> CCOC(=O)c1cc(C)nn1C1CCN(C(=O)c2ccc(F)cc2F)CC1
 : -4	-3
> Brc1ccc(N=C/C=C/C=C/Nc2ccc(Br)cc2)cc1
 : 45	-4
> COc1cc(/C=C2\Cc3ccccc3C2=O)ccc1OCC(C)C
 : -7	-1
> Cc1cccc(C(=O)Nc2cnc(-c3ccccc3)nc2)c1
 : -4	-4
> CCOc1ccc(/C=C2\N=C(c3ccc(Br)cc3)OC2=O)cc1
 : 4	-2
> N#CC(=C1SCCCS1)S(=O)(=O)c1cccs1
 : .	-1
> COc1ccc(C2C(C(=O)NC3CCCCCC3)c3cc(OC)c(OC)cc3C(=O)N2C)cc1 (centres undefined)
 : 33	-11
> Cc1ccc(NC(=O)CN2CCC(C(=O)Nc3ccc(OC(F)(F)F)cc3)CC2)c(C)c1
 : -6	-10
> O=C(c1ccc(Cl)s1)N1CCc2c(nc(-c3ccc(F)cc3)[nH]c2=O)C1
 : -6	6
> OCCNc1nc(Cl)nc(Nc2ccc(I)cc2)n1
 : 10	-4
> COc1ccc(-c2c(C)oc3cc(OC(=O)c4cccs4)ccc3c2=O)cc1OC
 : 0	-2
> C#CCNC(=O)C1CC(=O)N(Cc2ccccc2OC)C1 (centres undefined)
 : -7	-5
> CNC(=O)c1ccc(NC(=O)Nc2ccccc2)cc1
 : -5	4
> CN(Cc1ccccc1)C(=O)C1CC(c2ccccc2)CN(C(=O)C2CCCC2)C1 (centres undefined)
 : 2	-3
> COc1cc([N+](=O)[O-])ccc1NC(=O)CSc1ccc(Cl)cc1
 : 3	-5
> COc1ccc(C(=O)ON=C2c3ccccc3-c3ccccc32)cc1
 : -11	3
> COc1ccccc1NC(=O)c1csc2c1CCCC2
 : -39	-6
> COc1ccc(-c2cn[nH]c2-c2ccc(OCCN3CCOCC3)cc2O)cc1OC
 : 18	-4
> O=C(Cn1nc2c(cc1=O)CCCC2)Nc1ccc(F)cc1F
 : -1	-4
> c1ccc(CSc2nc3ccccc3s2)nc1
 : -11&-14	-5
> C=CCN1[C@H](C)[C@@H](c2ccccc2)Oc2c(Cl)cccc2S1(=O)=O
 : -5	-5
> COc1ccc(C(CC(=O)c2ccc(Br)cc2)S(=O)(=O)c2ccccc2)cc1 (centres undefined)
 : 2	17
> CC(=O)N(c1ccc(NS(=O)(=O)c2c(C)noc2C)cn1)S(=O)(=O)c1c(C)noc1C
 : .	4
> Cc1cc(C)n(CCc2nc3c4ccccc4nc(SCC(=O)NCC4CCCO4)n3n2)n1 (centres undefined)
 : -4	-6
